CHRM5 agonist: agonists of human muscarinic M5 receptor (CHRM5); P08912; CHO-K1 hM5 cells, Fluo-8 calcium fluorescence; 0% DMSO wells, 100% maximal acetylcholine response; activation, % at 3 µM; 360,000 tested, 0.19% active;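 active = activation above the run's mean over test compounds plus 3 SD, cut at about 23% in these data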;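 note: signal is peak over basal fluorescence ratio across the kinetic read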
Target sequence (P08912 whole entry, looked up): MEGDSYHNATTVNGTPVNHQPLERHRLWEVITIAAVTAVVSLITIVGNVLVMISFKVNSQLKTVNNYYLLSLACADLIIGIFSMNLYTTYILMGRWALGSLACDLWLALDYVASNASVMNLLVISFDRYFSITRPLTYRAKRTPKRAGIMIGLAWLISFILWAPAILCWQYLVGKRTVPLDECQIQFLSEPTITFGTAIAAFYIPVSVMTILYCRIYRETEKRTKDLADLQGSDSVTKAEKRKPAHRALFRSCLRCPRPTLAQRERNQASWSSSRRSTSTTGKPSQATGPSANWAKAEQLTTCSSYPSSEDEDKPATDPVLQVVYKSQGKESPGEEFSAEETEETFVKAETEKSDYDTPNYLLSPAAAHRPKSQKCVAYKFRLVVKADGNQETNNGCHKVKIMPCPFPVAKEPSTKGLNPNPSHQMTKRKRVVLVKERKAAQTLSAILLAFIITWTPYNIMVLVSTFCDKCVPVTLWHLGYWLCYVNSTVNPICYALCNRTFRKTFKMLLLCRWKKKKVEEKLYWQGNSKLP
CHRM5 PAM: positive allosteric modulators of human muscarinic M5 receptor; 360,000 tested, 0.3% active; CHO-K1 hM5, Fluo-8 calcium, ACh EC20 PAM; 0% = ACh EC20, 100% = ACh EC100; activation, % at 3 µM; AID 624038; P08912;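 active = activation above the run cutoff, the mean activation of all test compounds plus 3 SD, cut at about 18% in these data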
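Assay system: CHO-K1 hM5 cells / Incubation: Fluo-8 loading 80 min at 37 °C plus 30 min room temperature / Technique: Fluo-8 calcium dye fluorescence, kinetic read / Repeats: single replicate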
M4 PAM: CHRM4 positive allosteric modulation; P08173; CHO-K1 hM4/Gqi5, Fluo-8 calcium fluorescence, ACh EC20; 0% = ACh EC20, 100% = maximal ACh; activation, % at 3 µM; 360,000 tested, 0.4% active; AID 624126;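 active = activation above its plate's cutoff, the mean activation of sample wells plus 3 SD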; note: some results filed as inactive read as strong as hits
Target sequence (P08173 whole entry, looked up): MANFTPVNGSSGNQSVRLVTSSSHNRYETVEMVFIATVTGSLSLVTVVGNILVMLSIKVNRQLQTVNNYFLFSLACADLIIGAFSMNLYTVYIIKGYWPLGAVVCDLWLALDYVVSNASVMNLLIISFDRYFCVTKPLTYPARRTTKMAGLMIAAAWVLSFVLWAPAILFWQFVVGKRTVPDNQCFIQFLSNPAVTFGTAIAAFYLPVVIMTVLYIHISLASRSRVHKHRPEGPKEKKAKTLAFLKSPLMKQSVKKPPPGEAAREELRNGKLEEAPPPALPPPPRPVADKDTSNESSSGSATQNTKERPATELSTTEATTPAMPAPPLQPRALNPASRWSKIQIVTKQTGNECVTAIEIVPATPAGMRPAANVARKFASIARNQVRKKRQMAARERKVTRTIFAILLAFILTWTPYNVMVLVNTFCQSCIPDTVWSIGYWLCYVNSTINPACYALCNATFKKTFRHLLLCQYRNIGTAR
CHRM5 antagonist: CHRM5 antagonism in calcium assay; inhibition, % at 3 µM; CHO-hM5 cells, Fluo-8 calcium fluorescence, ACh EC80; 360,000 tested, 0.59% active;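 active = inhibition above a per-plate cutoff, the mean of that plate's test compounds plus 3 SD, cut at about 27% in these data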;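 note: 0% = acetylcholine EC80 with DMSO and 100% = DMSO without agonist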
TAAR1 antagonist: antagonists of human TAAR1. CHO RD-HGA16 TAAR1, Fluo-8 calcium fluorescence, antagonist. inhibition, % at 3 µM. 360,000 tested, 1.5% active;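 active = inhibition above a per-plate cutoff, the mean inhibition of test compounds on that plate plus 3 SD, cut at about 49% in these data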;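 note: 0% = DMSO plus EC80 beta-PEA response and 100% = DMSO alone without agonist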
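test system = CHO RD-HGA16 cells bearing hTAAR1 | replication = singlicate | controls = DMSO-only wells and EC80 β-PEA-stimulated wells | reagent = EC80 β-phenethylamine stimulus | read-out basis = percent inhibition of PEA-evoked calcium signal, max/basal emission ratio | schedule = seeding 17-24 h prior, 75-min 37 °C, 30-min RT dye loading | signal = kinetic Fluo-8 calcium fluorescence measurement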
CRFBP-R2 agonist: CRF-BP/CRF-R2 complex agonism; HEK293 CRF-R2/CRF-BP, calcium dye fluorescence (FLIPR); percent of saturating CRF peptide response; activation, % at 13.2 µM; 350,000 tested, 0.46% active;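 active = activation of at least 50%, plus an integration ratio under a set limit after plate pattern correction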;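 note: plate controls were neutral control wells without compound for no effect and CRF at EC100 for full effect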
TAAR1 agonist: agonists of human TAAR1 | Q96RJ0 | CHO RD-HGA16 TAAR1, Fluo-8 calcium fluorescence; vehicle wells 0%, saturating PEA agonist 100% | activation, % at 3 µM | 360,000 tested, 0.99% active;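 active = activation above the mean activation of all test compounds in the run plus 3 SD, cut at about 38% in these data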
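Test system: RD-HGA16 (CHO) cells co-expressing Gα16 and hTAAR1; dosing: one-point dosing at 3 µM (nominal); timing: 17-24 h seeding, 75 min 37 °C dye, 30 min RT; signal: kinetic Fluo-8 calcium fluorescence; read-out basis: % activation relative to PEA EC100 response; controls: DMSO and PEA EC100; replicates: n 1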
CHO-K1 Ca PAM: nonselective activator or artifact in parental CHO-K1 calcium assay. AID 602247. 360,000 tested, 0.02% active. activation, % at 3 µM. ATP EC20, Fluo-8 calcium fluorescence; 0% at ATP EC20, 100% at ATP max;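 active = activation above the run cutoff, the mean activation of all test compounds plus 3 SD, cut at about 40% in these data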;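 note: peak over basal fluorescence ratio in a 140 s read after ATP addition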
CRFR2-BP antag: CRF-BP/CRF-R2 complex antagonism; HEK293 CRF-R2/CRF-BP, CRF-induced calcium fluorescence; inhibition, % at 11.8 µM; 350,000 tested, 0.59% active; AID 588475;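 active = inhibition of the ligand-induced calcium signal above about 50% at the single tested concentration, limit read from the data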
An asterisk follows results filed as active; / = not tested or not shown.

SMILES	CHRM5 agonist	CHRM5 PAM	M4 PAM	CHRM5 antagonist	TAAR1 antagonist	CRFBP-R2 agonist	TAAR1 agonist	CHO-K1 Ca PAM	CRFR2-BP antag
Clc1ccc(CSc2cc3c(nn2)-c2ccccc2CC3)cc1	-12	-1	3	-21	10	2.4	4	14	-3
Cc1c(N=c2scc(-c3ccccc3)n2CCO)c(=O)n(-c2ccccc2)n1C	-10	3	-5	-1	1	-0.9	7	17	1
O=C(COc1coc(CN2CCN(c3ccccc3F)CC2)cc1=O)N1CCc2ccccc21	-2	2	6	6	-19	-1.7	0	7	11
CCN(CC)c1ccc(NC(=O)c2cccc(F)c2)c(C)c1	-3	-1	12	-1	-3	-1.9	7	7	-1
COc1ccccc1NC(=O)Cn1nc(-c2ccc3c(c2)OCCO3)ccc1=O	5	2	-2	4	17	0.2	5	20	21
O=C(Nc1ccc(S(=O)(=O)N2CCOCC2)cc1)C1CCN(S(=O)(=O)c2ccc(F)cc2)CC1	0	-1	-5	5	3	2.6	5	-2	44
COc1ccc2cc(C(=O)NCc3ccccc3)c(=Nc3ccc(C(=O)O)cc3)oc2c1	-1	-3	-1	9	15	1.2	7	15	3
COCCOC(=O)N/C=C\c1nc2ccccc2c(=O)[nH]1	1	-3	-2	-8	-4	1.1	1	15	12
CCN(CC(=O)NCc1ccc(Cl)cc1)C(=O)c1cc(OC)cc(OC)c1	-4	-8	6	22	-15	0.2	3	1	13
O=C(Nc1ccccc1F)c1ccccc1C(=O)Nc1ccccc1F	-4	-3	-2	15	-23	-5.3	0	10	3
Cn1c(CCC(=O)OCC(=O)Nc2ccc(Oc3ccccc3)cc2)nc(=O)c2ccccc21	-6	1	7	2	9	3.4	1	10	-1
COC(=O)Cc1[nH]n(-c2ccccc2)c(=O)c1C(C)=Nc1ccccc1	1	10	16	-16	-7	-0.9	12	14	10
COc1ccccc1OCC(=O)Nc1ncc(C)s1	-1	-1	-1	9	-2	-0.6	-2	-14	-3
CC(=O)Nc1ccc(NC(=O)c2ccc(-c3ccccc3Cl)o2)cc1	2	4	0	3	54*	0.0	58*	6	2
CN(C)c1nc(-c2cccnc2)nc(-c2ccccc2)c1C#N	-6	6	-5	-11	3	0.9	-1	-6	15
COc1ccc(NC(=O)COC(=O)CCc2ccc(S(=O)(=O)N3CCOCC3)cc2)cc1Cl	5	-4	-1	15	-2	-1.2	22	14	-8
CCC(C)(C)NC(=O)C(c1ccc(C)o1)N(C(=O)c1csnn1)c1cccc(F)c1 (stereo unspecified)	-4	-7	8	1	-3	-3.1	3	10	-45
COc1cc(C)nc(NCc2ccccc2)n1	-2	1	0	-3	-2	-1.1	4	1	12
O=C(CCc1ccc(S(=O)(=O)NC2CCCCC2)cc1)NCc1cccnc1	-2	2	10	-7	5	-2.4	4	17	-7
CC(C)CNC(=O)[C@H](Cc1ccccc1)NC(=O)c1ccco1	-2	-6	0	9	-8	1.5	3	9	-13
Oc1ccc(-c2cnc3c(Nc4cccc(OC(F)(F)C(F)F)c4)nccn23)cc1	2	-7	-6	7	24	/	0	-4	/
CC1(C)CC(=O)C(C2=NC3(CCCCCC3)Cc3ccccc32)=C(O)C1	-2	0	10	3	-45	0.4	0	10	-11
CCc1nc2c(OCC3COc4ccccc4O3)cccn2c1N(C)C(=O)c1cccs1 (stereo unspecified)	-3	-7	-5	11	-2	/	-1	-12	/
Cc1cccc(C)c1NC(=O)C(NC(=O)c1ccccn1)c1ccc([N+](=O)[O-])cc1 (stereo unspecified)	-1	-11	-6	10	-2	2.0	12	7	-5
CC1CCCCN1CCCn1c(=S)[nH]c2ccccc2c1=O (stereo unspecified)	-10	-16	-13	-1	2	-0.2	3	4	6

Shown in CSV form: part of the list above
Structure,CHRM5 agonist,CHRM5 PAM,M4 PAM,CHRM5 antagonist,TAAR1 antagonist,CRFBP-R2 agonist,TAAR1 agonist,CHO-K1 Ca PAM,CRFR2-BP antag
CC1(C)CC(=O)C(C2=NC3(CCCCCC3)Cc3ccccc32)=C(O)C1,-2,0,10,3,-45,0.4,0,10,-11
Oc1ccc(-c2cnc3c(Nc4cccc(OC(F)(F)C(F)F)c4)nccn23)cc1,2,-7,-6,7,24,/,0,-4,/
O=C(Nc1ccc(S(=O)(=O)N2CCOCC2)cc1)C1CCN(S(=O)(=O)c2ccc(F)cc2)CC1,0,-1,-5,5,3,2.6,5,-2,44
CC(=O)Nc1ccc(NC(=O)c2ccc(-c3ccccc3Cl)o2)cc1,2,4,0,3,54*,0.0,58*,6,2
CCN(CC(=O)NCc1ccc(Cl)cc1)C(=O)c1cc(OC)cc(OC)c1,-4,-8,6,22,-15,0.2,3,1,13
COc1ccc(NC(=O)COC(=O)CCc2ccc(S(=O)(=O)N3CCOCC3)cc2)cc1Cl,5,-4,-1,15,-2,-1.2,22,14,-8
COc1ccc2cc(C(=O)NCc3ccccc3)c(=Nc3ccc(C(=O)O)cc3)oc2c1,-1,-3,-1,9,15,1.2,7,15,3

More records follow:
SMILES	CHRM5 agonist	CHRM5 PAM	M4 PAM	CHRM5 antagonist	TAAR1 antagonist	CRFBP-R2 agonist	TAAR1 agonist	CHO-K1 Ca PAM	CRFR2-BP antag
COc1ccc(C2=Nc3ccc(C)cc3C(c3ccccc3)N2CC(=O)NN)cc1 (stereo unspecified)	-4	3	-4	2	-8	18	2	4	-41
COc1ccc(C(=O)NC2CCN(C(=S)Nc3ccccc3C)CC2)cc1	-2	-7	2	-1	7	-0.1	7	13	4
COC(=O)C1CCN(C(=O)COC(=O)c2n[nH]c3ccccc23)CC1	-3	-4	2	13	-5	-1.7	2	-1	-14
CN(C)c1nc2ccccc2c(N)c1-c1ccccc1	-6	7	-7	2	/	-0.5	/	-11	6
CN(C)C(=O)NCc1ccc(S(N)(=O)=O)cc1	3	9	11	-11	9	-0.3	1	14	-2
Cc1ccc(S(=O)(=O)Cn2nnnc2C(C(C)C)N2CCN(Cc3ccco3)CC2)cc1 (stereo unspecified)	-7	-6	6	1	-5	-1.6	3	19	6
CCOC(=O)N1CCC(NC(=O)c2ccc(CS(=O)c3cccc(Cl)c3)o2)CC1 (stereo unspecified)	-3	0	-2	8	-8	0.8	1	-16	43
O=C(CN(Cc1ccco1)C(=O)c1cccc(F)c1)Nc1ccccc1C(F)(F)F	2	-4	3	14	-3	-0.7	5	7	4
COc1ccc2sc(-c3ccc(SC)cc3)c(C#CC(C)(C)O)c2c1	-6	-1	14	10	4	3.6	15	-5	-13
CC(C)(C)C1CCC(C(=O)Nc2cccnc2)CC1 (stereo unspecified)	-1	1	-7	8	-20	-0.5	5	13	-27
CCOC(=O)/C(N=O)=C(\O)C1CCN(C(=O)OCC)CC1	-5	-4	1	-3	-7	-1.2	1	14	3
COCCOC(=O)C1=C(C)NC(=O)NC1c1cccc(F)c1 (stereo unspecified)	2	4	0	-4	1	-1.2	2	-11	9
O=C(CN1CCSCC1)N/N=C/c1ccc(F)c(F)c1	-2	-5	12	-2	13	0.2	4	1	10
Cc1cc(C(=O)OCC(=O)N2CC(C)OC(C)C2)ccc1[N+](=O)[O-] (stereo unspecified)	-2	2	-6	2	21	-0.1	1	12	-8
O=c1[nH]c2ccccc2c(O)c1-[n+]1ccccc1	1	9	2	1	-12	-0.9	0	-14	2
Cc1ccc2c(c1)C(O)(CC(=O)c1cccnc1)C(=O)N2 (stereo unspecified)	-2	-5	4	2	-6	0.7	0	3	0
O=C(c1ccco1)N1CCCC(Nc2ccc3c(c2)OCCO3)C1 (stereo unspecified)	-3	-3	1	0	-9	0.3	1	9	7
COc1cc2ccccc2cc1C(=O)N(CCN(C)C)c1nc2c(F)cccc2s1	-6	2	-1	-1	-36	0.6	3	-8	-4
O=C(COC(=O)CCc1c[nH]c2ccccc12)NCc1ccc(Cl)cc1	5	-9	4	6	4	0.1	9	22	-18
CN1CCC(=NNC(=O)C(=O)Nc2ccccc2F)CC1	-6	-1	9	5	3	0.4	8	20	14
COc1cc(-c2nc(-c3ccccc3)c(-c3cc([N+](=O)[O-])ccc3C)[nH]2)cc(OC)c1OC	0	-1	-5	-10	1	-2.1	0	17	10
Cc1nc(SCCOc2ccccc2)[nH]c(=O)c1Cc1ccccc1	1	0	-6	3	15	-0.9	0	8	-6
CCCC(C)NC(=O)COc1ccc(Sc2ccc(OCC(=O)NC(C)CCC)cc2)cc1 (stereo unspecified)	1	1	-7	-3	42	-0.7	6	-8	-1
O=C(Nc1ccccc1C(=O)N/N=C/c1ccc(F)cc1)c1ccccc1Br	3	0	10	10	20	-0.4	6	15	-2
COC(=O)c1ccc2nc(C3CCCCC3)c(Cc3cccc(F)c3)n2c1	-3	-8	8	4	-26	/	-1	13	/

Entries listed so far that have a thiophene ring, fused or not (2):
SMILES	CHRM5 agonist	CHRM5 PAM	M4 PAM	CHRM5 antagonist	TAAR1 antagonist	CRFBP-R2 agonist	TAAR1 agonist	CHO-K1 Ca PAM	CRFR2-BP antag
CCc1nc2c(OCC3COc4ccccc4O3)cccn2c1N(C)C(=O)c1cccs1 (stereo unspecified)	-3	-7	-5	11	-2	/	-1	-12	/
COc1ccc2sc(-c3ccc(SC)cc3)c(C#CC(C)(C)O)c2c1	-6	-1	14	10	4	3.6	15	-5	-13

Other structures.
SMILES	CHRM5 agonist	CHRM5 PAM	M4 PAM	CHRM5 antagonist	TAAR1 antagonist	CRFBP-R2 agonist	TAAR1 agonist	CHO-K1 Ca PAM	CRFR2-BP antag
CCc1ccc(N2CC(C(=O)OC)CC2=O)cc1 (stereo unspecified)	-5	12	14	4	-36	0.5	4	13	6
Cc1cccc(-c2noc(CCC(=O)NC3CCCCC3)n2)c1	1	0	-2	-1	-25	-0.1	-1	1	11
CN1CCN(Cc2cc(Cl)c3cccnc3c2OC(=O)c2cccs2)CC1	-5	-5	-4	1	3	-1.1	4	18	-18
CCCN1CCN(S(=O)(=O)c2ccc3c(c2)OCCO3)CC1	-8	5	-2	4	17	-1.4	2	-10	3
Clc1ccc(OCCN2CCN(c3ncnc4sccc34)CC2)cc1	4	-17	-17	33*	17	-0.2	13	-4	-17
O=c1ccc(Cl)cn1Cc1ccccc1F	0	3	-3	-2	-4	-0.4	3	17	-8
COCCNC(=O)C1(C)CCCN(C(=O)c2ccccc2OC(F)(F)F)C1 (stereo unspecified)	0	1	6	-3	-9	/	2	15	/
COc1c(C(=O)Nc2ccccc2N2CCOCC2)cc2ccccc2c1Br	-3	-5	-3	2	-32	0.2	0	-3	-8
